# Compound activity as filed in PubChem.
# Ba/F3 V617F tox: reduced viability of JAK2V617F-dependent Ba/F3 cells, primary screen, JAK2V617F inhibitor project, cell-based, Ba/F3 EpoR-JAK2V617F, luminescence. 1.1% of 220,000 active. AID 1446, 2008. inhibition, % at 5.6 µM. ATP luminescence;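 active = inhibition above the campaign mean plus 3 SD over all tested compounds, cut at about 24% in these data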;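 note: cytokine-independent growth of Ba/F3 cells driven by EpoR plus mutant JAK2; 0% = DMSO-treated cells and 100% = JAK inhibitor I control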
# S1P4 antag: S1P4 receptor antagonists, primary screen, cell-based. S1P4-expressing cells, antagonist mode, reporter read-out. inhibition, % at 4.98 µM. 0.26% of 220,000 active. AID 1510, 2009; in the data active = inhibition above about 29%;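 note: 0% = wells stimulated with agonist and 100% = vehicle wells without agonist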
# Target sequence (O95977 whole entry, looked up): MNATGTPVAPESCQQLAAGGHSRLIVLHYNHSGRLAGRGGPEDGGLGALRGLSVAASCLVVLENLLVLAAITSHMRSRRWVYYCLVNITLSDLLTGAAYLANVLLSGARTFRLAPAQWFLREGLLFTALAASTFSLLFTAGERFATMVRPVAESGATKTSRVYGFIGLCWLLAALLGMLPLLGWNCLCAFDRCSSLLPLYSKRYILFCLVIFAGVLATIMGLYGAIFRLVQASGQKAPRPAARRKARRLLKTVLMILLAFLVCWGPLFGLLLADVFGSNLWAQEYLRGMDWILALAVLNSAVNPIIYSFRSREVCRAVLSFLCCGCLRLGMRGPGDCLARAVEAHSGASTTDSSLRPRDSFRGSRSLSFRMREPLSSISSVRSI
# PERK inh: block of dimerizer-induced PERK translation repression, primary screen, PERK inhibitor project, CHO PERK-DD cells, SEAP luminescence, HTS; Eukaryotic translation initiation factor 2-alpha kinase 3 (Homo sapiens), Q9NZJ5; inhibition, % at 5.6 µM; 0.17% of 220,000 active; CHO PERK-DD fusion, SEAP luminescence translation reporter;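 active = inhibition above the mean inhibition of all tested compounds plus 3 SD, set separately per screening campaign, cut at about 2.9% in these data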;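 note: PERK kinase domain activated by AP20187 dimerizer at 100 nM; 0% = DMSO with dimerizer and 100% = rapamycin at 8.4 µM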
# EP2 modulator: EP2 receptor modulators, cAMP readout, primary screen, cell-based, HTRF cAMP, PGE2 stimulation. 0.83% of 260,000 active. Prostaglandin E2 receptor EP2 subtype (Homo sapiens), P43116. induction, % at 25 µM. EP2-expressing cells, cAMP HTRF FRET, PGE2 co-stimulation;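 active = compounds whose cAMP rise, as percent of the full-agonist control response, exceeds 60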;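 note: rat C6 glioma line stably carrying human EP2 under a CMV promoter; the protocol text gives 20 µM as final concentration; 100% = response of wells given 1 µM PGE2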
# Calpain2 inh: inhibitors of pig calpain II, primary screen, biochemical, fluorogenic peptide substrate, 1536-well; purified calpain II, 30 min; inhibition, % at 16 µM; 0.37% of 220,000 active;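 active = inhibition above about 50%, limit read from the data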
# BaF3 tox: parental Ba/F3 cell viability inhibition, counter-screen for JAK2V617F inhibitor project, murine pro-B, CellTiter-Glo luminescence; inhibition, % at 5.6 µM; 1.1% of 220,000 active; CellTiter-Glo ATP luminescence;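 active = inhibition above a per-campaign cutoff, the mean inhibition of all tested compounds plus 3 SD, cut at about 27% in these data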;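 note: 0% = DMSO wells and 100% = JAK Inhibitor I control wells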
# zfTRPN1 agonist: zebrafish TRPN1 channel agonists, primary screen, cell-based, HEK293, calcium fluorescence; transient receptor potential cation channel N1 (TRPN1/NompC), Danio rerio; HEK293 zebrafish TRPN1-YFP, Fluo-8 calcium fluorescence; 100% = response to 87 µM carbachol; activation, % at 3 µM; 0.18% of 220,000 active; AID 1424, 2008;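 active = activation above its plate's cutoff, the mean activation of test wells on that plate plus 3 SD, cut at about 19% in these data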;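 note: 0% = DMSO alone and 100% = 87 µM carbachol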
#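 Material: zebrafish TRPN1-YFP in HEK293 cells; Doses: single test compound dose, 3 µM nominal, 0.3% DMSO; Timing: dye loading 1 h at 37 °C, then 30 min room temperature; Technique: intracellular calcium fluorescence with Fluo-8; Benchmarks: high carbachol 87 µM, low DMSO alone.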
# S1P4 agonist: S1P4 receptor agonists, primary screen, cell-based; 0.35% of 220,000 active; activation, % at 4.98 µM; AID 1509, 2009; Sphingosine 1-phosphate receptor 4 (Homo sapiens), O95977; S1P4-expressing cell line, agonist reporter assay; in the data active = activation above about 11%;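 note: 0% = DMSO vehicle and 100% = reference agonist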
# TRPML3 ag: human TRPML3 channel agonists, primary screen, cell-based, HEK293 TRPML3-YFP, Fluo-8 calcium fluorescence, 3 µM | 100% = the carbachol control signal | 0.29% of 220,000 active | AID 1448, 2008 | Mucolipin-3 (Homo sapiens), Q8TDD5 | activation, % at 3 µM;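 active = activation above its plate's cutoff, the mean activation of the plate's test wells plus 3 SD, cut at about 12% in these data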;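 note: 0% = DMSO only wells and 100% = carbachol wells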
# Target sequence (Q8TDD5 whole entry, looked up): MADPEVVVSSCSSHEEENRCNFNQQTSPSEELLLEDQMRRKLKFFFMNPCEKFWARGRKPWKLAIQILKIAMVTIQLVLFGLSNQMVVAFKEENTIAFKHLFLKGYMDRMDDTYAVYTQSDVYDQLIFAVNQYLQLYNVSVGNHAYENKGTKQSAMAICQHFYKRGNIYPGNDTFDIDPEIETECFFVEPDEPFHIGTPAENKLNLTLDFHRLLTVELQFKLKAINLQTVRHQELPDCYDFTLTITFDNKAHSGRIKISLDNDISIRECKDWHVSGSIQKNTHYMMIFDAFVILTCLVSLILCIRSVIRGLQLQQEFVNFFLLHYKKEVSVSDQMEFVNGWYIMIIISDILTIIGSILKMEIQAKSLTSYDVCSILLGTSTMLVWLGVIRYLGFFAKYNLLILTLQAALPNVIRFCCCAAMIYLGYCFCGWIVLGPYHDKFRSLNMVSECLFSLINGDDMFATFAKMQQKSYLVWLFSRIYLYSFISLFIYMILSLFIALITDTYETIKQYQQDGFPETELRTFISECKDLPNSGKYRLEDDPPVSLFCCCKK
#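 Material: HEK293 cells stably carrying human TRPML3-YFP; compound dosing: single dose, 3 µM final nominal compound, 0.3% DMSO final; incubation: 1-h 37 °C dye load, 5-s basal, 120-s post-compound reads; technique: Fluo-8 intracellular calcium fluorescence, excitation 470-495 nm, emission 515-575 nm; read-out basis: percent activation from peak-to-basal fluorescence ratio, scaled between DMSO and carbachol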
# * = called active by the depositor; i = inactive; & = joins results of further samples. An unsorted share of the library. About 3.6% of those tested had a hit in this group.
structure | Ba/F3 V617F tox | S1P4 antag | PERK inh | EP2 modulator | Calpain2 inh | BaF3 tox | zfTRPN1 agonist | S1P4 agonist | TRPML3 ag
Oc1oc(-c2ccccc2)nc1C=Nc1cccc2ccccc12 | -3 | -10 | 0.8 | 6 | -55 | 1 | -0.6 | 1.1 | -0.5
CC(=O)O[C@H]1CC[C@H]2[C@@H]3CCc4cc(O)ccc4[C@H]3CC[C@]12C | -5 | -18 | 0.9 | 22 | 9 | 6 | -1.1 | 1.4 | -0.1
CN1CCN(/N=C/c2ccc(N(c3ccccc3)c3ccccc3)cc2)CC1 | -4 | 0 | 0.1 | 43 | -124 | 2 | -0.4 | 1.9 | -0.2
O=C(COC(=O)c1ccc(O)cc1O)NC1CCS(=O)(=O)C1 (configuration not stated) | -2 | 3 | 1.8 | -25 | -5 | -5 | 1.1 | -1.0 | 0.6
O=C(CC1C(=O)NCCN1C(=O)Nc1ccccc1)Nc1ccc2c(c1)OCCO2 (configuration not stated) | 2 | 16 | -1.4 | -37 | -5 | 4 | 0.7 | -4.1 | 0.5
S=C(NCc1ccc2c(c1)OCO2)NCc1ccc2c(c1)OCO2 | -3 | -4 | -0.1 | -24 | 6 | 2 | -0.8 | -1.1 | 0.5
COc1ccc(CCN(C)C(=O)CSc2nccn2C)cc1OC | 4 | -8 | 0.6 | -2 | 10 | 7 | 1.2 | -0.3 | 0.5
Cn1c(=O)oc2cc(S(=O)(=O)N3CCC(C(=O)NCCc4ccccc4)CC3)ccc21 | -1 | -6 | -0.4 | -21 | -18 | -3 | -0.4 | 14* | 0.3
CC(C)OP(=O)(OC(C)C)C1(O)C(=O)Nc2ccc(Br)cc21 (configuration not stated) | -1 | 7 | 0.3 | 54 | -11 | 0 | 0.0 | -2.8 | -0.5
C[C@]12CS(=O)(=O)C[C@H]1SC(=S)N2c1ccccc1 | 0 | 3 | 4.7* | -2 | -1 | -1 | -0.9 | 2.0 | -0.3
CCOc1ccc(C2CC(c3cccc(Cl)c3)n3nc(N)nc3N2)cc1 (configuration not stated) | 2 | -11 | 0.0 | -7 | -28 | 5 | 1.8 | 0.7 | 0.5
COc1ccc(-c2csc3nc(C(C)C)oc(=O)c23)cc1OC | 1 | -8 | 0.6 | 31 | -16 | 2 | 0.2 | 0.0 | 0.9
CCOC(=O)C1=C(C)NC(=O)CC1c1cc2c(cc1[N+](=O)[O-])OCO2 (configuration not stated) | 0 | 5 | -0.4 | 20 | -9 | 4 | 0.5 | -2.1 | 0.8
CCN1CCN(Cc2ccc(OCc3ccccc3)cc2)CC1 | -3 | -2 | -0.1 | 17 | -16 | 6 | 2.7 | 1.8 | 0.8
CNS(=O)(=O)c1ccc2c(c1)NC(=O)C1CCCN21 (configuration not stated) | 2 | -21 | -0.4 | -32 | -6 | 5 | -0.1 | 1.7 | 0.6
Cc1ccccc1NC(=O)CCN1CCN(C/C=C/c2ccccc2)CC1 | -4 | -10 | -0.5 | 21 | -17 | -1 | -0.5 | -1.4 | 0.6
O=C(COC(=O)CC1CCCC1)Nc1ccc(OC(F)F)cc1 | -4 | -8 | 0.7 | 6 | 11 | -3 | -1.7 | 1.8 | 0.4
COc1ccccc1C(=O)NC1CCN(C(=S)NCCc2ccccc2)CC1 | -1 | -10 | -0.5 | -48 | -19 | 11 | 0.3 | 1.1 | 1.3
O=C(Nc1ccccc1)N1CCCN(Cc2ccccc2F)C1 | 3 | -17 | -1.1 | -7 | -19 | 3 | 0.3 | -0.6 | -0.3
S=C(Nc1ccc2nccnc2c1)N1CCOCC1 | 1 | -21 | -0.3 | -2 | -28 | 3 | -0.2 | 0.9 | 1.0
O=C(Nc1ccccc1C(=O)N1CCOCC1)c1ccc(F)cc1 | -6 | -7 | 0.1 | 21 | -7 | 2 | -0.1 | 2.0 | 0.2
O=C1CN(C(=O)COC(=O)c2ccccc2NCc2ccco2)c2ccccc2N1 | -5 | -10 | -0.2 | 37 | i | 0 | -1.1 | 0.1 | -0.5
Cc1cc([N+](=O)[O-])ccc1NC(=O)C(C)N1CCN(c2ccccn2)CC1 (configuration not stated) | -2 | -23 | 1.0 | -43 | -17 | 9 | -1.1 | -0.9 | 0.2
CCOC(=O)C1C(=O)NC(N2CCOCC2)=NC1c1ccco1 (configuration not stated) | -3 | -14 | 0.3 | 30 | -24 | 3 | -1.4 | -2.1 | 0.9
CO/N=C(/CS(=O)Cc1ccccc1Cl)c1ccc(Cl)cc1Cl (configuration not stated) | -4 | -9 | -0.3 | -20 | 5 | -1 | 0.7 | -1.6 | -0.9
CCCC(=O)CN1C(=O)C2(OCCO2)c2ccccc21 | 1 | -8 | 0.0 | 27 | -44 | 7 | 0.0 | -0.7 | 0.2
COc1ccc([N+](=O)[O-])cc1N(CC(=O)N1CCCC1)S(C)(=O)=O | 1 | 0 | 0.1 | 4 | -12 | 7 | 0.4 | 0.2 | 1.2
Cc1csc(NC(=O)c2c(O)c3c(n(CC(C)C)c2=O)CCCC3)n1 | -1 | -14 | 1.7 | 25 | -102 | 3 | 1.0 | -0.9 | 0.8
COc1cc(OC)cc(C(=O)NCc2n[nH]c(=S)n2-c2ccccc2)c1 | 0 | -13 | 0.1 | -2 | 5 | 0 | -0.4 | 0.6 | 0.6
C=CCN(C(=O)CN1CCOCC1)c1nc(C)c(-c2ccccc2)s1 | 6 | -14 | -1.3 | 18 | 5 | 27* | -1.0 | -0.1 | -0.6
C=CCN(CC=C)C(=S)Nc1ccc(OC)c(OC)c1 | -2 | 4 | 2.2 | 29 | -17 | 3 | 0.6 | 6.8 | 0.1
O=C(O)CN(Cc1ccco1)S(=O)(=O)c1ccccc1 | 0 | -31 | -0.2 | 21 | -33 | 0 | 0.4 | 2.3 | 0.8
O=C(C[n+]1ccccc1)c1ccc(NC(=O)c2ccccc2)cc1 | 0 | -6 | 0.7 | 13 | -10 | 3 | 0.4 | 0.4 | 0.9
O=c1c2c3c(sc2nc2n1CCCCC2)CCCCC3 | -3 | 4 | 0.6 | 3 | 35 | 1 | 0.7 | 1.7 | 0.3
COc1ccc(Cl)cc1NC(=O)CSc1nnc(COc2ccccc2)n1N | 0 | -7 | -0.7 | -2 | -3 | 3 | -0.4 | -5.4 | -0.2
CCC(C)N1C(=O)CCC1C(=O)N1CCN(c2ccccc2F)CC1 (configuration not stated) | 2 | -1 | -0.3 | 19 | 16 | 10 | 1.3 | -0.8 | -0.2
CC(NC(=O)Cn1nnc(-c2ccncc2)n1)c1ccccc1 (configuration not stated) | -2 | -8 | 1.3 | 19 | 18 | 1 | 1.2 | 1.2 | 1.3
Oc1[nH]c2ccccc2c1N=Nc1ccc(C(F)(F)F)cn1 | 1 | 0 | 1.6 | 4 | 0 | 4 | 0.1 | 0.3 | 2.3
Cc1ccc(-n2c(=S)[nH]c3sc4c(c3c2=O)CCc2ccccc2-4)cc1 | -3 | -17 | 0.7 | 32 | -12 | -1 | 0.5 | 1.7 | 0.8
CCOc1nc(Nc2ccc(OC)cc2)nc(N2CCOCC2)n1 | -3 | 14 | -0.6 | -9&-4 | -27 | 5 | -0.5 | 0.8 | 0.6
CC(C)Cc1ccc(C(C)C(=O)Nc2nccs2)cc1 (configuration not stated) | -3 | 11 | 0.4 | -24 | -22 | 3 | 12 | 0.8 | 11
CC(C)C[C@H](NC(=O)N1CCCCCC1)C(=O)O | 0 | 2 | 0.4 | 6 | -5 | 0 | 0.5 | 2.6 | 1.2
CCOc1ccc(C(=O)NC(=S)Nc2ccccc2N2CCC(C)CC2)cc1[N+](=O)[O-] | -1 | -29 | 1.7 | 16 | -3 | 4 | 0.2 | 1.9 | 1.0
COc1ccc(NC(=O)CN(C)S(=O)(=O)c2cccc3cccnc23)cc1 | -2 | -17 | -0.2 | -1 | -7 | 2 | -0.7 | 2.1 | -0.7
CC1(C)C2([N+](=O)[O-])CN3CC1([N+](=O)[O-])CN(C2)C3c1ccccc1 (configuration not stated) | 0 | -8 | 0.8 | 10 | 32 | 1 | -0.9 | 0.3 | 0.0
Brc1ccc(-c2csc(N3CCC(c4ccccc4)C3)n2)cc1 (configuration not stated) | 0 | -28 | 0.6 | 42 | 4 | 2 | 1.0 | -0.1 | 1.0
Cc1nc2c(c(=O)c3ccccc3n2C)c(=O)n1-c1ccc(F)cc1 | -3 | -9 | 2.0 | 7 | 13 | 4 | 2.1 | 0.3 | 0.8
O=C(CCOc1ccccc1F)N1CCN(c2ccccc2O)CC1 | 1 | -7 | 1.9 | -54 | 17 | 7 | 0.8 | 0.3 | 0.5
O=C(NNC1=NCCC1)C1CC1 | 0 | -1 | -1.1 | 23 | -3 | 0 | 0.3 | 2.1 | 0.0
CCOC(=O)N1CCC(NC(=O)Cn2nc(-c3ccccc3)ccc2=O)CC1 | 0 | -14 | 0.3 | 8 | -22 | 5 | -0.3 | 0.5 | 1.1
CN(C)S(=O)(=O)c1ccc(NC(=O)COC(=O)C2COc3ccccc3O2)cc1 (configuration not stated) | -3 | -28 | 2.0 | -8 | 1 | 7 | -0.4 | 1.1 | 0.1
Cc1ccc(NC(=O)C(=O)NCCc2c[nH]c3ccccc23)c(C)c1 | -2 | 4 | 1.1 | -25 | -17 | 8 | 3.3 | -1.7 | 0.9
Brc1cc2c(cc1Cn1c(-c3cncs3)nc3ccccc31)OCO2 | -2 | -5 | -0.2 | 50 | 0 | 3 | -0.5 | 1.2 | 1.0
CS(=O)(=O)N(CC(=O)Nc1ccccc1-c1ccccc1)c1ccc(F)cc1 | 5 | 9 | -0.3 | 5 | 24 | 4 | -3.6 | -3.2 | -1.4
COc1ccc(/C=C/C(=O)O)cc1S(=O)(=O)N1CCC(C)CC1 | -2 | -13 | 1.2 | 16 | -16 | -6 | 1.0 | 2.6 | 0.8
CC1CCc2sc(NC(=S)NC(=O)c3ccccc3)c(C#N)c2C1 (configuration not stated) | 1 | -21 | -0.2 | -10 | 17 | 2 | 0.6 | 0.7 | 1.2
